Screening results as filed in PubChem.
FLuc counter – firefly luciferase modulation, counter-screen for miR-21 project. purified FLuc, Km substrates, luminescence inhibition. Potency, µM (top dose mostly 57.5 µM), inactives show top-dose activity change, negative = inhibition, actives largely listed as inhibitors. 360,000 compounds, 6.9% hits. P08659. AID 588342; active = well fitted inhibition curve with a large enough effect; inconclusive = small, poorly fitted or top-dose-only effect;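 note: plate controls were vehicle for no effect and reference inhibitor for full effect; nearly all actives have a fitted effect of over 55% in size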
Target sequence (P08659 whole entry, looked up): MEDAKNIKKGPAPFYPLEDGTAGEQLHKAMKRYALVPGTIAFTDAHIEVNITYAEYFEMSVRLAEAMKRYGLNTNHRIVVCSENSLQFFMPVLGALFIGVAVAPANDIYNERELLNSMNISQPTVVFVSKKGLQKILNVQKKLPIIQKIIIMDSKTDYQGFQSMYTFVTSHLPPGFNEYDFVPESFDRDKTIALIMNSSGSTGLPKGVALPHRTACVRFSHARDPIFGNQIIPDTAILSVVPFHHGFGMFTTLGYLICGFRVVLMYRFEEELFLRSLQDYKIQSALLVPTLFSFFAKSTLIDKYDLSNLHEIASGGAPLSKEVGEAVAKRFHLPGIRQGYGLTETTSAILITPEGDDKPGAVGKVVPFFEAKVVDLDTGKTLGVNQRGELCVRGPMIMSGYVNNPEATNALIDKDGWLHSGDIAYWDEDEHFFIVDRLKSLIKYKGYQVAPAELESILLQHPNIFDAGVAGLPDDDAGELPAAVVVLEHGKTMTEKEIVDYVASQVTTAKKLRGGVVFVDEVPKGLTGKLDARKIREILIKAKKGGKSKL
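Biochemical qHTS of compounds, final roughly 60 µM downward over six points, against 10 nM purified firefly luciferase using Km concentrations of substrates (10 uM D-luciferin, 10 uM ATP) in Tris acetate pH 7.5 buffer; luminescence output.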
* hit, by the source's call; ? = inconclusive. Potency is the fitted concentration of half-maximal effect.

SMILES,FLuc counter
COc1ccc(NC(=O)CC2C(=O)N(c3cccc(OC)c3)C(=O)N2Cc2cccnc2)cc1 (centres undefined),-2%
COc1cc(OC)cc(C(=O)Nc2ccc(-c3nc4cc(C(C)C)ccc4o3)cc2)c1,11µM*
Cc1ccc(CCNC(=O)c2cn(C)c3ccc(S(=O)(=O)N(C)C4CCCCC4)cc3c2=O)cc1,-2%
Cc1ccc2c(c1)-c1ncc(C(=O)c3ccccc3O)cc1CO2,?
CC1CCN(c2nc3ccc(C(=O)NC(C)C)cc3s2)CC1,1.7µM*
Cc1sc2ncn(CC(=O)N3CCN(c4cccc(Cl)c4)CC3)c(=O)c2c1S(=O)(=O)N1CCC(C)CC1,7%
COC(=O)c1sc2cccc(F)c2c1S(=O)(=O)NC(C)c1ccccc1 (centres undefined),4%
O=C(Cn1cc(S(=O)(=O)N2CCCC2)c(S(=O)(=O)N2CCCC2)c1)Nc1cccc(F)c1,1%
O=C(NCCc1ccc(Cl)cc1)C1COc2ccccc2C1 (centres undefined),2%
Cc1nn(S(=O)(=O)c2ccc(C(C)C)cc2)c(C)c1S(=O)(=O)N1CCCCCC1,-18%
Cc1cccc(NC(=O)CSc2cn(CC(=O)N3CCOCC3)c3ccccc23)c1,-2%
CCOc1cc(C(=O)NCCc2csc3nc(-c4ccc(C)cc4)nn23)cc(OCC)c1OCC,6%
CCc1ccc(-n2c(=O)c3c4c(sc3n(CC(=O)NCCCOC)c2=O)CCCC4)cc1,4%
CC(C)N(C(=O)Cn1cc(S(=O)(=O)Cc2ccc(Br)cc2)c2ccccc21)C(C)C,0%
CCOC(=O)C1CCN(C(=O)CCS(=O)(=O)c2cc3c(cc2Cl)NC(=O)CO3)CC1,-3%
CCOC(=O)Cn1c(C2CC(=O)N(c3ccc(C)cc3)C2)nc2ccccc21 (centres undefined),3%
COCCn1ccc2c(OCC(=O)NCc3ccc(F)cc3)cccc2c1=O,6%
Cc1nc2ccn(Cc3cccnc3)c(=O)c2cc1C(=O)NCc1ccccc1,-1%
CCc1ccc(S(=O)(=O)c2cn(C)c3cc(N4CCOCC4)c(F)cc3c2=O)cc1,-5%
CCC(=O)N1CCc2cc(S(=O)(=O)NC(CC(C)C)C(=O)NCc3cccc(OC)c3)ccc21 (centres undefined),-8%
Cc1ccc(CSC2=Nc3ccccc3C3=NC(CCC(=O)N4CCN(c5ccccc5)CC4)C(=O)N23)cc1 (centres undefined),-4%
O=C(CSc1nnc(CNC(=O)c2ccccc2)n1-c1ccc(F)cc1)Nc1ccccc1F,-6%
COc1cc(-c2noc(-c3cc4cccc(C)c4oc3=O)n2)cc(OC)c1OC,-4%
CCc1ccc(CNC(=O)CN2C(=O)C3CCCCN3c3ccc(C(=O)N4CCCC4)cc32)cc1 (centres undefined),-4%
COc1cccc(NC(=O)c2c(-c3ccc(C)cc3)nnc3ccccc23)c1,?
Cc1cn2c(=O)cc(COC(=O)c3cccc(NC(=O)COc4ccccc4Cl)c3)nc2s1,4.8µM*
CCc1cccc(NC(=O)C2CCN(S(=O)(=O)c3ccc(Br)s3)CC2)c1,-8%
COCc1cc(C)nc2sc3c(c12)NC(c1ccccc1C(=O)O)N(c1ccc(OC)cc1)C3=O (centres undefined),?
CCCOc1ccc(NC(=O)C(=O)NCCCN2CCOCC2)cc1,4%
O=C(Nc1ccc2nc(SCC(=O)N3CCCc4ccccc43)sc2c1)c1cccc(Cl)c1,-11%
Cc1cccn2c(=O)c(/C=C(\C#N)c3nc4ccccc4s3)c(Oc3ccc(F)cc3)nc12,5%
CCOc1ccccc1CNCc1c(C(=O)O)n(Cc2ccccc2)c2cc(OC)ccc12,4%
CCc1ccc(NC(=O)CSc2ccc(-c3cccs3)nn2)cc1,-11%
CCc1ccccc1NC(=O)C1CCN(S(=O)(=O)c2cn(C)cn2)CC1,-2%
CCC12CN3CC(C)(CN(C1)C3c1c(C)[nH]c3ccccc13)C2=O (centres undefined),4%
COc1ccc(CCN2C(=O)c3[nH]nc(-c4ccccc4O)c3C2c2ccc(O)c(OC)c2)cc1 (centres undefined),4%
Cc1oc(-c2ccccc2F)nc1CS(=O)(=O)CC(=O)NCCc1ccc(Cl)cc1,-14%
O=C(CSc1n[nH]c(-c2ccc(F)cc2)n1)NCc1ccccc1Cl,?
Cc1cc(C)c(S(=O)(=O)NCCc2cc3cc(C)c(C)cc3[nH]c2=O)c(C)c1,-12%
CCc1nn2c(=O)cc(COC(=O)c3cccs3)nc2s1,?
COCCCN1CCc2nc(SCC(=O)Nc3ccc(C)c(Cl)c3)[nH]c(=O)c2C1,0%
CCCn1c(SCc2nc(-c3ccc(OC)cc3OC)no2)nnc1-c1ccc(Cl)cc1,?
Cc1cccc(N2CCN(CCCNc3ncnc4onc(-c5ccc(Cl)cc5)c34)CC2C)c1 (centres undefined),3%
COc1cccc(CNC(=O)CCc2cn(Cc3ccccc3Cl)c3ccccc23)c1,-9%
COc1cc2c(cc1OC)n(CC(=O)c1ccc(C)cc1)c(=O)n1nc(CCn3nc(C)cc3C)nc21,-1%
CCCCCOc1ccc(/C=C/C(=O)Nc2sc(C)c(C)c2C(=O)OCC)cc1OC,-2%
CC(=O)Nc1nc2n(n1)C(c1ccc(F)cc1)C=C(c1ccc(Cl)cc1)N2 (centres undefined),1%
Cn1cc(S(=O)(=O)c2ccccc2)c(=O)c2cc(F)c(N3CCN(c4ccccc4)CC3)cc21,-1%
CCOc1cc(C(=O)NCCc2sc(-c3ccc(F)cc3)nc2C)cc(OCC)c1OCC,-10%
O=C(c1cc2c(=O)oc3ccccc3c2s1)N1CCN(c2ccccc2)CC1,0%
Cc1ccc(OCC(=O)NCC(c2ccc(Cl)cc2)N2CCOCC2)cc1C (centres undefined),4%
CC(C)c1ccc(N(CC(=O)O)S(=O)(=O)c2ccc3[nH]c(=O)c(=O)[nH]c3c2)cc1,1%
CCOC(=O)c1c(C)n(S(=O)(=O)c2ccc(C)cc2C)c2ccc(NS(=O)(=O)c3ccc(C)cc3C)cc12,-3%
CCOC(=O)c1[nH]c(C)c(CCC(=O)Nc2ccc(C)cc2Cl)c1C,-3%
Clc1ccc(-c2cc3ncc4c(n3n2)-c2ccccc2OC4)cc1,-8%
CCc1ccc(C(=O)COC(=O)C(Cc2c[nH]c3ccccc23)NC(=O)c2ccc(CC)cc2)cc1 (centres undefined),?

(cont.)
SMILES,FLuc counter
COc1ccccc1C(=O)Nc1cc2c(cc1N1CCCC1)n(C)c(=O)c(=O)n2C,1%
Cc1ccc(Cl)cc1-n1nnc(-c2nsc(NC(=O)c3ccccc3Cl)n2)c1C,12µM*
Cc1ccc(CNC(=O)Cn2ncc3c([nH]c4ccc(C)cc43)c2=O)cc1,-6%
CCOC(=O)c1ccc(Nc2c(-c3ccc(N(C)C)cc3)nc3nc[nH]n23)cc1,-16%
COc1ccc(Cn2c(C(=O)O)c(CNCCc3ccccc3Cl)c3ccc(C)cc32)cc1,-10%
COc1ccc(-n2c(=O)c3ccc(C(=O)NCc4ccc(C)cc4)cc3n(CC(=O)Nc3ccc(F)cc3)c2=O)cc1,-1%
Cc1cccc(C)c1-n1ncc(C(=O)NCCCN2CCCCC2)c1C1CCN(C(=O)OC(C)(C)C)CC1,-1%
CCOC(=O)Cc1ccc(NC(=O)NCc2cccn2Cc2ccccc2)cc1,-11%
COc1ccc(CNC(=O)c2cnn3c(C)c(Cc4ccc(F)cc4)c(C)nc23)cc1,-5%
Cc1cccc(-n2c3nc(=O)n(C)c(=O)c-3cc3c(Cl)cccc32)c1C,-6%
COc1ccc(-c2cc(OC(=O)c3ccccc3Cl)c3c(C)oc(C)c3c(=O)c2)cc1OC,-8%
CC(C)(C)OC(=O)N1CCC(c2c(C(=O)N3CCN(c4ccccn4)CC3)cnn2-c2ccc(F)cc2)CC1,1%
O=C(CSc1nnc(-c2ccc(Br)cc2)n1-c1ccccc1)c1ccccc1,-2%
COc1ccc(S(=O)(=O)NCCc2sc(-c3ccccc3)nc2C)cc1F,-11%
Cc1cc2ccccc2n1-c1ccc(C(=O)N2CCC(C(=O)NCc3ccccc3Cl)CC2)s1,-19%
Cc1c(CCC(=O)NCCc2ccccc2)c(=O)oc2cc(O)ccc12,-14%

2 entries from above, with each value named.
> O=C(CSc1nnc(-c2ccc(Br)cc2)n1-c1ccccc1)c1ccccc1
  FLuc counter: -2%
> COc1ccc(S(=O)(=O)NCCc2sc(-c3ccccc3)nc2C)cc1F
  FLuc counter: -11%

More results follow:
smiles,FLuc counter
COc1ccc(-n2nnnc2C2CCN(S(=O)(=O)c3ccc(F)cc3Cl)CC2)cc1,6%
COc1ccc(NCc2ccccc2-c2nnc(-c3ccccc3)o2)cc1Cl,?
Cc1nn(CC(=O)NCC(C)c2ccccc2)c(=O)c2cc3ccccc3n12 (centres undefined),-1%
CN(C(=O)CSc1nc2ccc(NC(=O)c3ccco3)cc2s1)c1ccccc1,?
COc1ccc(CCNC(=O)C2CCN(S(=O)(=O)c3c(C)noc3/C=C/c3ccc(C)cc3)CC2)cc1OC,-2%
O=C(c1cc2c(s1)-c1ccccc1OC2)N1CCN(c2ccc(F)cc2)CC1,7%
COc1ccc(CNC(=O)c2nc(SC(C)C)ncc2Cl)cc1,-8%
COc1ccc(CC(=O)NCCc2sc(-c3cccc(F)c3)nc2C)cc1,-7%
O=C(CSc1nc2c([nH]c3ccccc32)c(=O)n1-c1ccccc1)N1CCc2ccccc21,-3%
CCC1CN(C(=O)N2CCC(C(=O)NCc3cccc(F)c3)CC2)c2cc(C)ccc2O1 (centres undefined),-2%
CCOc1ccc(NC(=O)CSc2nc3ccsc3c(=O)n2CCC(C)C)cc1,-2%
Cc1cccc(N2CCN(c3ncnc4onc(C)c34)CC2)c1C,6%
Cc1ccc(CS(=O)(=O)c2ncc(Cl)c(C(=O)Nc3nc4ccc(F)cc4s3)n2)cc1,?
Cc1ccc(/C=C/c2onc(C)c2S(=O)(=O)N2CCC(C(=O)N3CC(C)Oc4ccccc43)CC2)cc1 (centres undefined),0%
COC(=O)c1scc(-c2ccc(C)cc2)c1S(=O)(=O)Nc1ccc(F)cc1F,?
CC(=O)N1CCCc2cc(S(=O)(=O)N3CCC(C(=O)NCc4ccc(C)cc4)CC3)ccc21,1%
CCc1ccc(-n2cnc3cc(C(=O)NCc4ccc(C)cc4)ccc32)cc1,?
CCS(=O)(=O)N1CCc2cc(C(=O)N3CCN(c4ccc(OC)cc4)CC3)ccc21,-10%
COc1cccc(-n2c(=O)c3c(C)c(C(=O)N(C)C)sc3n(Cc3ccc(F)cc3Cl)c2=O)c1,5%
CCOc1ccccc1NS(=O)(=O)c1ccc(N2CCCCS2(=O)=O)cc1,-7%

13 entries from above, sorted by formula weight, smallest number first:
smiles,FLuc counter
Cc1cccc(N2CCN(c3ncnc4onc(C)c34)CC2)c1C,6%
COc1ccc(CNC(=O)c2nc(SC(C)C)ncc2Cl)cc1,-8%
CCc1ccc(-n2cnc3cc(C(=O)NCc4ccc(C)cc4)ccc32)cc1,?
COc1ccc(CC(=O)NCCc2sc(-c3cccc(F)c3)nc2C)cc1,-7%
CCOc1ccccc1NS(=O)(=O)c1ccc(N2CCCCS2(=O)=O)cc1,-7%
COC(=O)c1scc(-c2ccc(C)cc2)c1S(=O)(=O)Nc1ccc(F)cc1F,?
CCS(=O)(=O)N1CCc2cc(C(=O)N3CCN(c4ccc(OC)cc4)CC3)ccc21,-10%
CCOc1ccc(NC(=O)CSc2nc3ccsc3c(=O)n2CCC(C)C)cc1,-2%
CCC1CN(C(=O)N2CCC(C(=O)NCc3cccc(F)c3)CC2)c2cc(C)ccc2O1 (centres undefined),-2%
O=C(CSc1nc2c([nH]c3ccccc32)c(=O)n1-c1ccccc1)N1CCc2ccccc21,-3%
COc1cccc(-n2c(=O)c3c(C)c(C(=O)N(C)C)sc3n(Cc3ccc(F)cc3Cl)c2=O)c1,5%
Cc1ccc(/C=C/c2onc(C)c2S(=O)(=O)N2CCC(C(=O)N3CC(C)Oc4ccccc43)CC2)cc1 (centres undefined),0%
COc1ccc(CCNC(=O)C2CCN(S(=O)(=O)c3c(C)noc3/C=C/c3ccc(C)cc3)CC2)cc1OC,-2%

Additional entries follow:
smiles,FLuc counter
Cc1cc(NC(=O)c2cc(-c3cccc(Cl)c3)on2)nn1Cc1ccc(Cl)cc1,-2%
Cc1cccc(C(c2sc3nc(-c4ccco4)nn3c2O)N2CCN(c3ccccc3F)CC2)c1 (centres undefined),?
COc1ccc(CNCc2c(C(=O)O)c(C)n(Cc3ccccc3C)c2C)cc1OC,-1%
CCOc1ccc(NC(=O)c2c(NC(=O)c3cccc(C)c3)sc3c2CCC3)cc1,-11%
CCn1nc(C)c2c(-c3ccccc3)cc(=O)n(C(C)C(=O)Nc3cccc(F)c3)c21 (centres undefined),4%
CC(Oc1ccc(F)cc1)C(=O)NCC1(N(C)C)CCCCC1 (centres undefined),-2%
COc1ccc(Nc2ncc(C(=O)Nc3cccc(Cl)c3)c3ccccc23)cc1,26%
CC(C)c1ccc2c(c1)NC(c1ccncc1)=NC(c1cccs1)=N2,?
CCc1cccc(NC(=O)COc2cc(=O)n(CC)c3ccccc23)c1,-2%
CCC1CN(C(=O)N2CCC(C(=O)N3CCN(c4ccccc4)CC3)CC2)c2ccccc2O1 (centres undefined),-14%
COc1ccc(N2CC(NC(=O)c3ccc(OC(C)C)cc3)CC2=O)cc1 (centres undefined),1%
COc1ccc(Cl)cc1NC(=O)CSc1nc(-c2ccco2)cc(C(F)(F)F)n1,-2%
CCOc1ccc(S(=O)(=O)NCc2nc3cccnc3n2Cc2ccccc2OC)cc1,5%
NC(=O)C1CCN(C(=O)c2ccccc2NC(=O)c2nsc3ccccc23)CC1,?
COc1ccc(CCNC(=O)c2cc(Sc3cccc(Cl)c3)nc3ccccc23)cc1OC,0%
O=C(Cn1cc(S(=O)(=O)N2CCN(c3ccccc3F)CC2)c2ccccc2c1=O)Nc1ccc(F)cc1Cl,-9%
COC(=O)c1ccccc1NC(=O)c1noc2c1CSc1ccccc1-2,-12%
CC(=O)c1cccc(NC(=O)CSc2nnc3ccc(-c4ccc(F)cc4)nn23)c1,0%

Some of the compounds tested (hit frequency here may not be typical).
